LMPTP block: LMPTP phosphatase inhibitors, primary screen, biochemical, fluorescence intensity, uHTS; hit rate 0.22% among 360,000; recombinant LMPTP-A, OMFP fluorogenic substrate; inhibition, % at 20 µM;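 active means compounds that cut the enzyme signal by at least half of the control window in the single-dose screen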;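 further: plate controls were DMSO wells with enzyme plus substrate for no effect and substrate without enzyme for full effect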
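Test system: LMPTP-A phosphatase enzyme; input: 0.625 nM LMPTP-A final; reagent: OMFP substrate, 400 µM final; compound dosing: 20 µM single dose, 3% DMSO; incubation: 50 min dark incubation at room temperature; measured by: endpoint fluorescence intensity from OMFP dephosphorylation; measure: % inhibition relative to no-enzyme and uninhibited control wells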
Tb MetRS inh: T. brucei MetRS inhibitors, primary screen, biochemical, luminescence; methionyl-tRNA synthetase (Trypanosoma brucei brucei); purified T. brucei MetRS, ATP depletion, Kinase-Glo luminescence; inhibition, % at 11.9 µM; hit rate 0.4% among 360,000; AID 624268, 2012;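 active means inhibition above a per-plate cutoff of the control wells' mean inhibition plus 3 SD, cut at about 5.5% in these data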;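 further: 0% = DMSO wells median and 100% = median of wells with control inhibitor compound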
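Material: parasite MetRS enzyme / Replication: singlicate, one well per compound / Signal: luminescence of leftover ATP / Schedule: 2 h aminoacylation at 25 °C after 15 min preincubation / Medium: HEPES-MgCl2-KCl buffer plus DTT, spermine, BSA, pyrophosphatase / Doses: 11.9 µM single point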
STEP inh: STEP phosphatase inhibitors, primary screen, biochemical, fluorescence intensity, uHTS; Tyrosine-protein phosphatase non-receptor type 5 (Homo sapiens), P54829; hit rate 0.25% among 360,000; inhibition, % at 20 µM; recombinant STEP, OMFP fluorogenic substrate;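 active means inhibition at 20 µM, scaled per plate between control wells, above about 37%, limit read from the data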;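 further: 0% = DMSO with enzyme and substrate and 100% = substrate only without enzyme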
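Test system: STEP tyrosine phosphatase / Reagent: OMFP at 25 µM / Doses: 20 µM, 1% DMSO / Read-out: percent inhibition scaled to no-enzyme and uninhibited-enzyme controls, plate-pattern corrected / Detection: FITC-channel fluorescence of OMFP product / Medium: Bis-Tris buffer pH 6.0, 2.5 mM DTT, 0.005% Tween 20 / Schedule: 20 min at room temperature, dark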
DNMT1 inh: human DNMT1 methyltransferase inhibitors, primary screen, biochemical, molecular beacon, fluorescence, HinP1I cleavage, uHTS | DNA (cytosine-5)-methyltransferase 1 (Homo sapiens), P26358 | inhibition (reported as % activation of signal), % at 10 µM | hit rate 0.83% among 360,000 | AID 588458, 2011; in the data active means inhibition above about 50%
Target sequence (P26358 504-1616 limits assumed): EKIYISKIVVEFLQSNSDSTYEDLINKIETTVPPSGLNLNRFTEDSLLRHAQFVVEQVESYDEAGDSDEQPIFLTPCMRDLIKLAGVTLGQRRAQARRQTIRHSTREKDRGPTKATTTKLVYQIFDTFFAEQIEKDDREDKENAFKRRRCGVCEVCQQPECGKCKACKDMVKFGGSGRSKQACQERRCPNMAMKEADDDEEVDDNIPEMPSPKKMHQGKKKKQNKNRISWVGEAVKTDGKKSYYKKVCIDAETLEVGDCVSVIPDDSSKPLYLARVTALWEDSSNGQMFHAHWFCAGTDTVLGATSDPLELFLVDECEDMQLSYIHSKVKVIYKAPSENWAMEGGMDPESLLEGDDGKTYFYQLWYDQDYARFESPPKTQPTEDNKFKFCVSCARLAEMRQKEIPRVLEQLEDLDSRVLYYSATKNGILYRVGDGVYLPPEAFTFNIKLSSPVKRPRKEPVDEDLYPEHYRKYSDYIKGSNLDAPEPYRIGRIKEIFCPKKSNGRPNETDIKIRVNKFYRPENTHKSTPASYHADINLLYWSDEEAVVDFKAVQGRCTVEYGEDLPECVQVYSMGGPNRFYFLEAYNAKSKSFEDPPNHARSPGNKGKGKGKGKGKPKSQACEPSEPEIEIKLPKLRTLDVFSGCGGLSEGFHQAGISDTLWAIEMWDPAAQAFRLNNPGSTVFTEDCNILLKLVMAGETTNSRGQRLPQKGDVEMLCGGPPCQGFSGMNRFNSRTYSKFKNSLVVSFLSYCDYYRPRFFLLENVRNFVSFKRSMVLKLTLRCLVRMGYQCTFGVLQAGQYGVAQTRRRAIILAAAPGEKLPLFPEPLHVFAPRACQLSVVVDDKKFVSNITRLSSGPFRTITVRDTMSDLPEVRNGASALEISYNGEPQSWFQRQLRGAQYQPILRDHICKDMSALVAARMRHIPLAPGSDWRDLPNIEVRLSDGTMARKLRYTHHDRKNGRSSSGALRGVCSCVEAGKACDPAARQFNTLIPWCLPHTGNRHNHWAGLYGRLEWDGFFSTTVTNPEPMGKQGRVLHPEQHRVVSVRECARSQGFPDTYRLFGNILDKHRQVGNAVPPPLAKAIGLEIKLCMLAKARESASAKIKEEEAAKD
NadD block: inhibitors of S. aureus NadD, primary screen, biochemical, colorimetric, uHTS; hit rate 0.78% among 360,000; inhibition, % at 20 µM; Nicotinate-nucleotide adenylyltransferase NadD (Staphylococcus aureus N315); purified NadD enzyme, colorimetric absorbance read-out; in the data active means inhibition above about 26%; further: some compounds past the cut are filed as inactive
SUMO1-SIM PPI: modulators of SUMO1 protein-protein interactions, primary screen, biochemical, uHTS. hit rate 0.33% among 360,000. AID 602429, 2012. SUMO1 binding to a labelled peptide, TR-FRET, 1 h. inhibition, % at 20 µM; in the data active means inhibition above about 37%
MsrA inh: bovine MsrA enzyme inhibitors, primary screen, biochemical, absorbance, HTS; AID 651718, 2012; hit rate 0.75% among 360,000; purified bovine MsrA, absorbance read-out; Methionine sulfoxide reductase A (Bos taurus); inhibition, % at 15.5 µM; in the data active means inhibition above about 4.5%;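 further: 0% = vehicle wells with enzyme and 100% = reference inhibitor wells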
CSN inh: inhibitors of CSN-mediated cullin deneddylation, primary screen, biochemical, fluorescence polarization, uHTS; COP9 signalosome complex subunit 5 (Homo sapiens), Q92905; Purified CSN, SCF-Nedd8-OG deneddylation; inhibition, % at 12.5 µM; hit rate 0.38% among 360,000; AID 651999, 2013;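 active means pattern-corrected inhibition above about 35%, with an unprinted fluorescence ratio check between 0.5 and 1.5, limit read from the data, passing the limit was not always enough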;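 further: 0% = enzyme with substrate and 100% = substrate without enzyme; some results filed as inactive read as strong as hits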
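assay system = purified human Csn5 enzyme expressed in HEK293T cells | amount = 0.24 nM enzyme | buffer or medium = Tris/NaCl/DTT buffer, pH 7.5 | reagent = 10 nM SCFSkp2-Nedd8OG | compound = one concentration, 12.5 µM, 0.25% DMSO | times = 90 min reaction at room temperature | signal = FP | read-out basis = % inhibition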
Scp-1 inhibitor: Scp-1 phosphatase inhibitors, primary screen, biochemical, colorimetric, uHTS | Carboxy-terminal domain RNA polymerase II polypeptide A small phosphatase 1 (Homo … | Recombinant Scp1, phosphopeptide, malachite green phosphate absorbance | inhibition, % at 20 µM | hit rate 0.88% among 340,000;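 active means inhibition above about 50% at 20 µM, limit read from the data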;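 further: plate controls were DMSO wells with enzyme for no effect and wells lacking enzyme for full effect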
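Test system: SCP-1 catalytic domain; Buffer or medium: Acidic Tris acetate buffer with magnesium and detergent; Also added: Phosphorylated 17-residue peptide substrate; Compound: single 20 µM dose, 1% DMSO; Schedule: enzyme reaction 45 min at room temperature, colour 5 min, stabilisation 30 min; Signal: Phosphate-binding colour reagent, absorbance read at 630 nm.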
Rpn11 inh: Rpn11 (PSMD14) deubiquitinase inhibitors, primary screen, biochemical, fluorescence polarization, uHTS | calls only at 20 µM | hit rate 0.59% among 360,000 | human 26S proteasome, Ub4-pepOG fluorescence polarization; 20S core pre-blocked with epoxomicin | AID 588493, 2011 | 26S proteasome non-ATPase regulatory subunit 14 (Homo sapiens), O00487;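 active means inhibition at 20 µM, scaled to each plate's controls, above about 33%, limit read from the data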
The depositor's hits bear a star; i = inactive; . = no result given; & = joins results of further samples.

SMILES	LMPTP block	Tb MetRS inh	STEP inh	DNMT1 inh	NadD block	SUMO1-SIM PPI	MsrA inh	CSN inh	Scp-1 inhibitor	Rpn11 inh
COc1ccccc1CN1CC(C(=O)NCc2cnn(C)c2)CCC1=O (configuration not stated)	-0.8	0.1	-1	-1	-3	5	-0.2	1	-12	i
Cc1ccc2nc(SCc3nc4cc(Cl)ccc4c(=O)[nH]3)[nH]c2c1	-0.8	-0.6	0	-4	2	7	-1.6	-2	-2	i
COc1ccc(-c2nn3c(-c4ccc(F)cc4)nnc3s2)cc1	-1.5	0.2	-1	-1	-10	-2	-0.1	3	-4	i
Cc1ccc(S(=O)(=O)CC(C)N2CCN(C3CCCCC3)CC2)cc1 (configuration not stated)	-0.4	0.0	0	1	2	-2	-0.9	-4	-3	i
CCOC(=O)c1cc2c(=O)n3cccc(C)c3nc2n(CC2CCCO2)c1=NC(C)=O (configuration not stated)	-0.8&-0.6	-0.2&-0.1	3&-1	0&0	2&3	-30&-19	0.4&0.2	1&1	-7&3	i
CCC(C)(C)NC(=O)C(c1cccc(OC)c1OC)N(Cc1ccc(OC)cc1)C(=O)CCC(=O)Nc1cc(C)on1 (configuration not stated)	0.1	-0.2	-1	-2	2	0	0.5	-5	-8	i
CCCCc1ccc(NC(=O)CSc2nc(=O)n(CCN(CC)CC)c3c2CCC3)cc1	0.2	-0.4	-2	-2	-6	-8	-0.4	1	3	i
COc1cccc(N/C(C)=C/C(=O)c2ccc(Br)cc2)c1	1.4	0.3	-5	-1	4	-9	-0.5	-2	-2	i
COc1cc(NC(=O)c2csc(N)n2)cc(C(=O)Nc2cccc(C(F)(F)F)c2)c1	2.0&1.3	-0.6&-0.3	-5&1	-19&-23	11&11	-3&9	0.5&0.9	-3&-3	-6	i
Cc1nnsc1C(=O)NNS(=O)(=O)c1ccccc1	0.6	0.5	0	0	-2	0	-0.1	0	-5	i
COc1ccc(C(C)(C)C)cc1NC(=O)C1=CC=CN2CCS(=O)(=O)N=C12	0.2	0.2	-2	9	-3	-9	1.9	2	-13	i
CCCNC(=O)c1cc(C2CCCCN2S(=O)(=O)c2ccc(OC)cc2)on1 (configuration not stated)	-1.4	-0.1	-2	-1	0	1	1.0	-1	.	i
O=C(CSCc1ccc(Br)cc1)N1CCOCC1	0.1	0.0	3	3	4	2	0.2	0	-8	i
COc1ccc(OCCC(=O)OCC(=O)c2ccc[nH]2)cc1	0.1	-0.5	2	-6	-3	-1	-1.3	7	-1	i
CCc1c(C(=O)N/N=C/c2ccco2)nnn1-c1nonc1N	-1.0	-0.4	-1	2	-6	-11	1.2	-1	-5	i
CCc1[nH]nc(C(=O)NC2CCCc3c2cnn3-c2cc(C)cc(C)c2)c1C (configuration not stated)	0.1	-0.1	3	1	1	-6	-0.7	5	-4	i
CCN(CC)S(=O)(=O)c1cc(NC(=O)C(C)Nc2ccccc2N2CCOCC2)ccc1C (configuration not stated)	1.0	-1.4	-1	2	-10	2	1.6	-3	20	i
COCCCN1C(=O)C(=O)/C(=C(/O)c2ccccc2)C1c1ccc(N(C)C)cc1 (configuration not stated)	-0.7	-0.9	1	-2	4	-8	3.0	-2	-1	i
CN(C(=O)COC(=O)c1ccc2ccccc2n1)C1CCS(=O)(=O)C1 (configuration not stated)	-1.8	-0.3	-2	1	-1	-8	-0.3	4	-8	i
COc1ccc(CN(C)CC2CCCN(CCc3ccc(F)cc3)C2)c(OC)c1OC (configuration not stated)	-2.2	-1.8	7	6	-3	2	-0.1	4	1	i
Cn1c(=O)c2c(nc(Oc3ccc(-c4ccccc4)cc3)n2C)n(C)c1=O	1.6	-0.5	5	-1	-8	-1	0.7	6	-8	i
COc1ccccc1NC(=O)c1ccccc1S(=O)(=O)c1ccccc1[N+](=O)[O-]	-1.4	-1.1	-2	-1	-3	-20	-0.1	3	-1	i
COc1ccc2cc(C(=O)C3CCCN(C(=O)Cc4c(C)noc4C)C3)ccc2c1 (configuration not stated)	0.6	0.3	3	-1	-2	-8	1.2	-1	-7	i
COC(=O)Cc1c(C)c2ccc(OCC(=O)NC3CCS(=O)(=O)C3)cc2oc1=O (configuration not stated)	-0.3	-0.3	-4	0	-2	4	1.1	2	-1	i
CCc1ccc(N2CN(Cc3cccnc3)CNC2=S)cc1	-1.1	-1.1	1	0	-1	0	0.1	0	-7	i
Cc1cccc(NC(=O)C(Cc2ccccc2)c2nn[nH]n2)c1C (configuration not stated)	-2.1	-1.6	-2	-6	6	4	-1.4	7	-4	i
O=C(Nc1cccc(F)c1)C1CCCN(C(=O)c2ccc(Cl)cc2)C1 (configuration not stated)	0.0	-0.1	2	-1	-6	2	0.6	-3	-9	i
O=C1CN(C(=O)COC(=O)c2ccc(Br)o2)c2ccccc2N1	1.4	-0.2	1	13	-7	1	0.0	-2	0	i
CC1CCCCC1NC(=O)/C=C/c1nc2ccccc2s1 (configuration not stated)	0.6	-0.2	0	-3	-2	-15	1.8	3	-5	i
COc1ccc(C(=O)N2CCOC2CNC(=O)C(=O)NCc2ccc(Cl)cc2)cc1 (configuration not stated)	0.1	-1.3	-2	-1	3	3	-0.4	1	0	i

Complete entries, quoted from the list. Order of values: LMPTP block	Tb MetRS inh	STEP inh	DNMT1 inh	NadD block	SUMO1-SIM PPI	MsrA inh	CSN inh	Scp-1 inhibitor	Rpn11 inh
`Cc1cccc(NC(=O)C(Cc2ccccc2)c2nn[nH]n2)c1C` (configuration not stated) across the screens: -2.1	-1.6	-2	-6	6	4	-1.4	7	-4	i
`COc1ccccc1NC(=O)c1ccccc1S(=O)(=O)c1ccccc1[N+](=O)[O-]` across the screens: -1.4	-1.1	-2	-1	-3	-20	-0.1	3	-1	i
`COc1ccc(C(=O)N2CCOC2CNC(=O)C(=O)NCc2ccc(Cl)cc2)cc1` (configuration not stated) across the screens: 0.1	-1.3	-2	-1	3	3	-0.4	1	0	i

Other compounds follow.
SMILES	LMPTP block	Tb MetRS inh	STEP inh	DNMT1 inh	NadD block	SUMO1-SIM PPI	MsrA inh	CSN inh	Scp-1 inhibitor	Rpn11 inh
O=C(Nc1cccn2ncnc12)c1ccccc1	-0.4	0.2	2	3	-2	1	2.8	0	-4	i
CCOC(=O)c1cnc2c(C)cccc2c1NCCCN1CCOCC1	-1.9	1.4	1	2	-4	5	1.8	-3	-11	i
Cc1c(C)[n+](=O)c(-c2ccc(Br)cc2)c(C)n1[O-]	-0.7	2.2	0	1	1	-8	-0.1	3	-8	i
COc1ccc(-n2nnnc2C(c2cccc3ccccc23)N2CCN(C/C=C/c3ccccc3)CC2)cc1 (configuration not stated)	6.6	0.1	3	-11	15	2	-0.9	0	.	i
Cc1nn(C(=O)c2cccnc2)c(C)c1Sc1ccc(Br)cc1	0.2	0.1	0	5	2	2	.	3	-4	i
Cc1cc2nc(-c3cccc(Br)c3)c(CC(C)(C)C)n2c(C)c1Br	0.8	-0.1	1	17	9	6	-0.4	132*	.	i
Cc1ccc2[nH]c(C(=O)N3CCN(C(c4ccccc4)c4ccccc4)CC3)cc2c1	-0.2	-1.9	0	2	28	-1	-0.3	4	3	i
COc1cc2nncc(SC)c2cc1OC	0.1	-0.3	0	4	-1	-19	3.3	0	-5	i
CC(NC(=O)c1ccco1)C(=O)Nc1nc(-c2ccccn2)cs1 (configuration not stated)	-0.5	-0.2	-3	-1	-1	7	-0.7	-1	-4	i
O=C(COc1ccccc1)N[C@@H]1c2ccccc2CC[C@@H]1O	-1.4	-0.9	-2	-2	-4	5	1.7	57*	-1	i
N#CCCn1c(SCC(=O)NCc2ccco2)nc2ccccc21	-0.8	-0.1	-3	0	-6	1	-0.8	2	-10	i
CCOC(=O)c1[nH]c(=O)[nH]c1CN(Cc1ccco1)Cc1[nH]c(=O)[nH]c1C(=O)OCC	-1.9	-0.7	-1	6	-7	-1	-1.9	3	8	i
Cc1ccc(NS(=O)(=O)c2cccc(C(=O)N(C)Cc3cccs3)c2)cc1	0.9	-0.4	1	0	1	1	-1.2	0	-7	i
CCOC(=O)N1CCN(c2c(N3CCc4ccccc43)c(=O)c2=O)CC1	-0.6	-0.6	0	5	1	-25	4.3	-3	-9	i
COc1cc2sc(-c3ccccc3OC)c(-c3ccc(OCCN4CCCCC4)cc3)c2cc1OC	-1.1	-0.5	8	-14	10	-50	0.3	-2	5	i
COc1ccc(CN2CC(C(=O)NCCc3ccccc3)CC2=O)cc1 (configuration not stated)	-0.1	0.4	4	-2	-1	3	0.1	2	2	i
Cc1c(NC(=O)c2cnc(Cl)c(Cl)c2)c(=O)n(-c2ccccc2)n1C	-1.1	-0.8	-1	-1	-3	1	1.1	-1	-5	i
O=C(NNC(=S)NCc1ccccc1)c1ccc(Br)o1	-0.6	-0.2	-4	0	-1	1	0.1	2	-5	i
O=C(CCC(=O)Nc1ccccc1)NCCO	-0.3	-0.3	-3	1	-6	3	1.4	1	-3	i
CCOC(=O)c1ccccc1NC(=O)CN1CCC(n2nnc3cc(C(F)(F)F)ccc32)CC1	2.1	0.6	2	5	-6	61*	-1.4	4	1	i
Cc1cc(C)cc(N(CC(=O)N2CCN(Cc3ccccc3)CC2)S(=O)(=O)c2c(C)noc2C)c1	-1.2	-0.1	3	0	0	0	0.0	-2	-3	i
CCS(=O)(=O)C1=NN2C(=N)/C(=C\c3ccc(OCCOc4cccc(OC)c4)c(OC)c3)C(=O)N=C2S1	4.4	-0.4	-1	0	18	7	-0.3	10	67*	i

Rows were taken by chance. About 3.9% of those tested had a hit in this group.
